# Screening data deposited in PubChem BioAssay by Sanford-Burnham Center for Chemical Genomics.
# APJ antagonist = APJ receptor antagonism | inhibition, % at 20 µM | 330,000 compounds, 0.32% hits | P35414 | CHO-K1 APJ beta-arrestin complementation, luminescence;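 active means inhibition above about 40% at 20 µM, limit read from the data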;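 further: cells challenged with 10 nM apelin-13 agonist together with compound; plate controls were apelin-13 plus DMSO wells for no effect and DMSO wells lacking apelin-13 for full effect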
# Target sequence (P35414 whole entry, looked up): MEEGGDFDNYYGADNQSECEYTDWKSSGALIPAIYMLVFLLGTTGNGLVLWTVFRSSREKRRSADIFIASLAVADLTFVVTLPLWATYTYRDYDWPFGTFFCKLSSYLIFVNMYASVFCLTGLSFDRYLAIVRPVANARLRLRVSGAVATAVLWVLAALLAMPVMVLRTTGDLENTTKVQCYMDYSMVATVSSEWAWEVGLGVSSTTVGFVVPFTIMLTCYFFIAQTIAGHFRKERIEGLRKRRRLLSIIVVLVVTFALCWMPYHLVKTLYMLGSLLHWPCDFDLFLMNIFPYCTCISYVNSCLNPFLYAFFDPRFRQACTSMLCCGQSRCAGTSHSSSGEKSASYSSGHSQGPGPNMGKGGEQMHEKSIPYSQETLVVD
# UPR XBP1 act = activators of adaptive arm of unfolded protein response (XBP1); activation, % at 20 µM; 330,000 compounds, 0.33% hits; CHO-XBP1 luciferase reporter, IRE1-XBP1 UPR activation, luminescence; percent of tunicamycin response, DMSO as zero;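 active means versus positive control, 20 µM dose yields 30% or more activation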;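 further: 100% = tunicamycin at 10 µg/mL and 0% = DMSO only wells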
#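 Assay system: CHO-XBP1 luciferase reporter cells; Schedule: 6 h treatment, 37 °C; Detection: glow luminescence from Steady-Glo reagent; Benchmarks: high control tunicamycin 10 µg/mL final, low control DMSO vehicle only.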
# APJ ag = agonists of human APJ apelin receptor; CHO-K1 APJ PathHunter beta-arrestin, luminescence; 0% DMSO wells, 100% apelin; 330,000 compounds, 0.11% hits; activation, % at 20 µM; P35414;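 active means activation more than six SD over the plate average, tested at 20 µM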;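 further: 0% = DMSO alone and 100% = apelin-13 at 10 nM; some results filed as inactive read as strong as hits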
#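 Test system – PathHunter CHO-K1 APJ (AGTRL-1) beta-arrestin reporter cells · Input – 1000 cells/well · Compound – single test compound dose, 20 µM final, 1% DMSO · Times – compound stimulation 90 min at 25 °C, detection 60 min · Technique – beta-gal luminescence · Read-out basis – APJ–arrestin association signal · Control set – negative DMSO alone, positive Apelin-13 at 10 nM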
# Jurkat NFkB inh = inhibitors of the PMA/ionomycin-induced NF-kB reporter in Jurkat cells; PMA/ionomycin-induced NF-kB luciferase reporter, luminescence; inhibition, % at 4 µM; 330,000 compounds, 0.53% hits; in the data active means inhibition above about 50%
# Mdm2 MdmX PPI = inhibitors of human Mdm2/MdmX interaction | inhibition, % at 8 µM | 330,000 compounds, 3% hits | AID 485346 | SaOS-2 split-luciferase Mdm2/MdmX complementation, luminescence | O15151+Q00987;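 active means inhibition of at least 50% at 8 µM in the primary screen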
# 697 NFkB inh = inhibitors of the PMA/ionomycin-induced NF-kB reporter in 697 B cells | inhibition, % at 4 µM | 330,000 compounds, 0.33% hits | 697 B-cell NF-kB luciferase reporter, 16 h | AID 435022; in the data active means inhibition above about 35%
# CHOP UPR activ = activators of apoptotic arm of unfolded protein response (CHOP); CHO-CHOP luciferase reporter, UPR activation, luminescence; percent of tunicamycin response over DMSO baseline; activation, % at 10 µM; 330,000 compounds, 0.34% hits; AID 449763;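 active means at 10 µM dose, activation of 40% or more, normalized to positive control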;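 further: 100% = tunicamycin at 10 µg/mL and 0% = DMSO alone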
#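 Dosing – one dose, 10 µM in 0.5% DMSO · System – CHO-CHOP cells, stable luciferase reporter of PERK-eIF2a-CHOP signalling · Input – 500 cells/well · Control set – tunicamycin 10 µg/mL final as positive, DMSO-only wells as negative · Timing – 6 h compound treatment, 37 °C · Measure – % activation vs tunicamycin · Technique – luminescence read with Steady-Glo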
# tim23-1 inh = inhibits growth of tim23-1 mutant yeast; inhibition, % at 20 µM; 330,000 compounds, 1.3% hits; S. cerevisiae tim23-1 growth, BacTiter-Glo luminescence, 24 h; AID 463212;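 active means growth inhibition of the mutant yeast at or above 50%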;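 further: temperature-sensitive mutant grown at 25 °C; plate controls were DMSO-treated mutant yeast for no effect and medium wells lacking yeast for full effect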
# * marks the source's active call; other numbers are inactive results; . = not tested or not shown.
# The line under a structure holds: CHOP UPR activ, tim23-1 inh, UPR XBP1 act, APJ ag, Mdm2 MdmX PPI, APJ antagonist, Jurkat NFkB inh, 697 NFkB inh
C=CCN(CC=C)CCOc1ccccc1F
  -2.2, -1, 1, -1, 18, -4, -2, 5
CC[C@]12c3[nH]c4cc(CCC(=O)N(C)C)ccc4c3CCN1C(=O)[C@@H](CC(=O)NCCCN(C)C)C[C@@H]2C(=O)N1CCN(C(=O)c2ccco2)CC1
  2.6, 30, -2, ., -10, ., ., 14
N#Cc1c(SCC(N)=O)nsc1SCc1ccc(Cl)cc1
  -2.0, 6, 1, 0, -3, -5, 9, 2
COc1cc(/C=C2/SC(=S)NC2=O)ccc1OS(=O)(=O)c1ccc(C)cc1
  -0.4, 11, -1, -4, 36, 17, 9, -16
CC(C)CC(=O)NC(C)C(c1cccs1)N1CCOCC1 (stereo not drawn)
  -0.3, 1, -3, 1, -7, -17, -16, -11
O=C(O)Cc1ccc(NC(=O)c2ccc3c(c2)C(=O)N(Cc2ccco2)C3=O)cc1
  1.9, -9, -3, -2, 7, 3, 5, 5
CCOc1ccc(C(=O)NCC(=O)OCc2ccc(F)cc2Cl)cc1
  -0.2, 30, -5, -1, -8, -4, -2, -26
Cn1c(=O)cc(Nc2ccccc2)[nH]c1=O
  -0.5, -5, -2, 1, 20, 2, 6, 4
CC(=O)Nc1ccc(NC(=O)CSc2cn(CC(=O)N3CCOCC3)c3ccccc23)cc1
  0.7, 9, -3, -1, 0, 13, 3, 5
O=C(COc1ccc(Cl)cc1)NCCCn1ccnc1
  -2.3, 3, 2, -1, -13, 2, -31, 8
S=c1nc2ccccc2c2nc(-c3cccnc3)[nH]n12
  4.2, -6, 0, -1, -14, -3, 0, 15
CC(C)(C)CC(=O)Nc1nnc(SCC(=O)NC2CCCCC2)s1
  0.1, -7, 1, 2, 36, 0, 9, 9
CCN(C(=O)COC(=O)c1ccccc1SCC(=O)NC1CCCCCCC1)C1CCS(=O)(=O)C1 (stereo not drawn)
  -0.6, 6, 0, -1, -16, -4, -15, -6
CCOc1ccc(-n2c(=O)c3ccccc3c3ccccc3c2=O)cc1
  0.0, 30, -2, -1, -5, 6, 12, -4
COc1ccccc1N1C(=O)C2C(C(=O)c3ccccc3)=NN(c3ccc(C)cc3)C2C1=O (stereo not drawn)
  0.6, 23, 11, -1, 16, 14, -7, -27
COc1ccc(NC(=O)COC(=O)CCC2CCCCC2)cc1
  -0.2, 13, 2, -3, 21, 3, -1, 10
COC(=O)[C@@]12CCCN1[C@H](c1ccc(-c3ccc(Cl)c(Cl)c3)c(OC)c1)[C@H]1C(=O)N(C)C(=O)[C@H]12
  -0.4, 36, -1, -3, 44, 6, -1, 3
Cn1c(O)c(N=NC(=O)CNC(=O)/C=C/c2ccccc2)c2ccccc21
  -1.1, 19, 5, -1, 9, 6, -1, -6
COc1ccc(-c2nc(NC(C)=O)sc2-c2ccc(OC)cc2)cc1
  0.9, 25, 0, -5, 19, 9, 12, 3
COC(=O)c1cc(S(=O)(=O)N2CCN(c3ccc(OC)cc3)CC2)cn1C
  -1.6, 10, -9, -3, 21, -29, 9, 1
Cc1ccc(-n2nc(C)c3c(C)onc3c2=O)cc1
  3.5, 2, 1, -3, -16, 9, -8, -10
Cc1ccc(NC(=O)CSCC(=O)Nc2ncc3c(n2)CC(c2ccco2)CC3=O)cc1 (stereo not drawn)
  4.2, 0, 0, -6, -25, 15, 5, 11
Cc1ccc(-c2nnn(CC(=O)NC(=O)NC3CCCCC3)n2)cc1
  0.1, 36, -1, -1, 15, 22, 5, 0
COCCNC(=O)c1cn(Cc2c(F)cccc2Cl)nn1
  -3.1, 0, -7, -3, 5, 10, 16, 25
Cc1ccc(S(=O)(=O)N2CCC(C(=O)OCC(=O)N3CCCCC3C)CC2)cc1C (stereo not drawn)
  -0.5, 6, -3, -4, 14, -1, 9, 21
CC1CCN(c2nc3ccc(C(=O)N4CCN(Cc5ccccc5)CC4)cc3s2)CC1
  -0.9, 34, -3, -3, 30, 14, -16, -196
CCOC(=O)N1CCC(NC(=O)c2ccc(CO)c(C(=O)NC3CCN(C(=O)OCC)CC3)c2)CC1
  -1.4, -1, -2, -5, 18, 9, -4, 4
O=C(Cc1ccc(F)cc1)OCC(=O)N1CCN(S(=O)(=O)c2ccc(Cl)cc2)CC1
  0.9, 18, 1, 1, -11, -1, -14, 5
COc1ccccc1CNC(=O)CCC1N=C2c3ccccc3N=C(SCC(=O)NCC3CCCO3)N2C1=O (stereo not drawn)
  2.7, -2, -2, -2, 10, 6, 13, 8
CCOC(=O)CN1C(=O)N[C@@H](c2ccco2)C(C(C)=O)=C1C
  -0.2, 12, -1, -3, 22, 22, 3, 6
Cc1cc(C(F)(F)F)nc(SCC(=O)NC2=NC(=O)C(C)S2)n1 (stereo not drawn)
  -0.9, -9, -1, 0, 19, 17, 5, 11
COc1ccccc1N(CCN1C(=O)c2cccc3cccc(c23)C1=O)C(=O)c1ccncc1
  0.7, 3, -2, -2, -6, -3, 17, -1
CN(C(=O)c1ccco1)c1nc(-c2ccc(Cl)cc2)cs1
  4.4, -3, -3, -1, -53, 15, -50, -72
CCN(CC)C(=O)CSc1nnc(-c2ccc(S(=O)(=O)NCc3ccccc3Cl)cc2)o1
  0.8, 12, 0, 2, -8, 7, 22, -27
COc1cc(C2C(C#N)=C(N)Oc3cc(O)ccc32)cc(OC)c1OC (stereo not drawn)
  2.1, -10, 11, 0, 65*, -20, 53*, -18
O=C(Cn1cc2c(n1)CCCC2)N1CCOCC1
  0.4, 15, 0, -4, -24, -15, 1, -2
CCOC(=O)/C=C1\CN(C(C)c2ccccc2)S(=O)(=O)c2ccccc21 (stereo not drawn)
  -0.3, 5, -3, -5, -4, 12, -1, 14
Cc1cccc(C(=O)c2cn[nH]c2-c2ccccc2O)c1
  -0.6, 15, -4, -2, 12, -8, -17, -10
COc1cccc(S(=O)(=O)Nc2ccc(C(=O)Nc3ccncc3)cc2)c1
  -1.5, 6, -2, 6, -2, -11, -12, -19
COc1ccc(-c2cn(CCc3c[nH]c4ccccc34)nn2)cc1
  3.1, 23, -2, -1, -15, 10, 26, 6
CCOc1ccc(NC(=S)NNC(=S)Nc2cccc(C(F)(F)F)c2)cc1
  -1.4, 3, -2, -6, 6, 18, -10, -30
COc1ccccc1NS(=O)(=O)c1cccc(C(=O)NCC(c2cccs2)N2CCOCC2)c1 (stereo not drawn)
  -0.4, 11, -2, -4, -2, 5, -8, 11
Cc1ccc(NC(=O)COC(=O)c2ccc(CN3CCCC3=O)cc2)c(Cl)c1
  0.0, 7, 1, -3, 14, -1, -2, 15
NC(=O)N/N=C/c1cccc(C(F)(F)F)c1
  -1.2, -1, -1, -1, 29, 3, 5, 28
C=CCn1c(SCC(=O)NCC)nnc1-c1cc2c(s1)CCC(CC)C2 (stereo not drawn)
  3.7, 28, 1, 2, -7, -9, -25, -17
CSCCC(NC(=O)c1ccccc1Br)C(=O)Nc1ccc(C)cc1 (stereo not drawn)
  0.4, 23, -2, -2, 19, -14, -3, -3
CN1CCN(C(CNS(=O)(=O)c2cccs2)c2cccnc2)CC1 (stereo not drawn)
  -1.3, 7, -2, -1, 2, 6, 4, -5
COc1ccc(Cc2nnc(NC(=O)Cn3cnc4c3c(=O)n(C)c(=O)n4C)s2)cc1OC
  -0.4, 6, -5, -5, 27, 12, 16, 14
CCn1cc(C(=O)NC2CCCCCC2)c(=O)c2cc(S(=O)(=O)N3CCCCC3)ccc21
  4.7, 12, 4, -2, 44, 11, 22, 15
O=C(/C=C/c1ccc(Br)cc1)NC1CCCCCC1
  3.7, 8, 3, -2, -59, 12, -61, -51
O=C(NCCN1CCOCC1)c1ccc([N+](=O)[O-])cc1[N+](=O)[O-]
  0.6, 6, -1, 11, -3, -21, -29, -58
CC(=O)Nc1ccc(NC(=O)c2ccc3c(c2)CCN3S(C)(=O)=O)cc1
  -2.5, 15, -2, -1, 22, 7, -6, 1
CCCCN(CC)C(=O)Cn1nc(Cc2ccncc2)c2ccccc2c1=O
  0.8, 6, -3, -3, 6, -15, -8, 0
CC(C)NC(=O)N(C)C[C@H]1Oc2ccc(NC(=O)Nc3ccccc3)cc2C(=O)N([C@H](C)CO)C[C@@H]1C
  -0.3, 8, -1, 0, -1, 10, -4, 10
O=C(O)CCC(=O)Nc1cccc(C(=O)c2ccccc2)c1
  5.9, 4, -3, -2, 2, 9, 11, 18
O=C(NCc1ccccc1)c1ccc(/C=N/O)nc1
  0.1, -15, 0, -4, -2, 5, -1, 12
O=C(Cc1ccc2c(c1)OCCO2)Nc1cc(Cl)ccc1N1CCOCC1
  1.0, 19, 4, -5, 5, 2, 14, -8
CC1CN=C2C(C(=O)Nc3ccccc3)=C(O)CC(c3ccccc3)N21 (stereo not drawn)
  1.3, 35, 0, -2, 11, 6, 20, 23
COCCNC(=S)N(CCCO)Cc1cc2cc3c(cc2[nH]c1=O)OCCO3
  2.2, 8, -4, 0, -15, 16, 3, -13
CC(C)Cc1cc(CNC(=O)C2CCC(=O)N(CCc3cccc(F)c3)C2)on1 (stereo not drawn)
  -0.5, 1, -2, -3, -14, -28, -1, -11

# Molecules listed so far with bromine (two):
# The line under a structure holds: CHOP UPR activ, tim23-1 inh, UPR XBP1 act, APJ ag, Mdm2 MdmX PPI, APJ antagonist, Jurkat NFkB inh, 697 NFkB inh
CSCCC(NC(=O)c1ccccc1Br)C(=O)Nc1ccc(C)cc1 (stereo not drawn)
  0.4, 23, -2, -2, 19, -14, -3, -3
O=C(/C=C/c1ccc(Br)cc1)NC1CCCCCC1
  3.7, 8, 3, -2, -59, 12, -61, -51

# Further entries follow:
# The line under a structure holds: CHOP UPR activ, tim23-1 inh, UPR XBP1 act, APJ ag, Mdm2 MdmX PPI, APJ antagonist, Jurkat NFkB inh, 697 NFkB inh
CC(Sc1ccccc1)C(=O)N1CCN(S(=O)(=O)c2ccc(Cl)cc2)CC1 (stereo not drawn)
  2.8, 22, 1, -2, 14, 21, -8, 0
CC1CCCCC12NC(=O)N(CC(=O)N1CCc3ccccc3C1)C2=O (stereo not drawn)
  -0.6, 1, -2, -1, 15, -46, 6, 17
O=C(CSc1ccc(-c2ccncc2)nn1)N1CCCC1
  -0.6, 1, -3, 2, 18, -3, 13, -1
COc1ccc(NS(=O)(=O)c2cccc(C(=O)NCc3ccccn3)c2)cc1
  0.9, -48, 0, -2, -37, 15, -4, -1
COC(=O)c1cccc(N2C(=O)C3CC=CCC3C2=O)c1 (stereo not drawn)
  0.1, 1, 2, -1, 5, 8, 4, -10
Cc1ccc(NC(=O)C2CCC(CNC(=O)[C@@H]3Cc4ccccc4CN3)CC2)c(C)c1 (stereo partly drawn)
  -0.8, -1, -5, -3, 28, 14, 8, 0
Cc1cc(CNC(=O)COc2ccc(F)cc2Cl)cc(C)c1O
  1.2, 11, -2, 1, 2, -3, -9, -2
COc1cccc2c(=O)c3c([nH]c12)OC(C)(C)C3
  -1.4, 13, -1, -2, -34, -4, 4, -10
COCCCNCCOCCOc1ccc(Cl)cc1C(C)(C)C
  2.1, 3, 0, -1, 44, 20, -5, -20
CCN(CC)S(=O)(=O)c1ccc(NC(=O)c2ccc(N3CCCC3=O)cc2)cc1
  -1.8, -1, -4, 0, 36, 0, 28, -40
Cc1ccc(C)n1-c1ccsc1C(=O)CC#N
  -1.0, 6, 0, -3, 11, 6, 6, -5
CCc1nc(SCC(=O)NCCc2ccc(OC)c(OC)c2)c2c(=O)n(C)c(=O)n(C)c2n1
  0.6, 9, -3, 3, 2, -3, -2, 5

# Not a hit list; 5% or so of the library scored in one or more.
